WT yeast gro inh: growth inhibition of WT yeast, mitochondrial fusion screen | mitochondrial fusion phenotypic screen, WT strain | inhibition, % at 10 µM | actives 2.1% (n = 190,000); in the data active = inhibition above about 58%; tested in S. cerevisiae
Dengue-2 NS5 capping: flavivirus cap methylation enzyme inhibition – biochemical, confirmation dose response, primary screen (AID 588689). inhibition, % at 25 µM, or IC50 in µM where a hit was titrated. Dengue-2 NS5 methyltransferase capping enzyme assay, biochemical; higher % means a stronger effect. actives 0.3% (n = 340,000); in the data active = a potency from the dose series; inconclusive = inhibition above about 29% without an active follow-up result
AID2073: disruptors of CaV2.2 binding to Mint1 – biochemical, HTRF (AID 2073); inhibition, % at 20 µM, or IC50 in µM where a hit was titrated; HTRF protein-protein interaction, Mint1-CaV2.2; higher % means a stronger effect; actives 0.19% (n = 290,000); in the data active = inhibition mostly above about 51%, no sharp cut-off; inconclusive = no clear call, values can overlap the other calls; inactive = mostly below about 53%; note: some results filed as inactive read as strong as hits
RSV CPE inhibition: inhibition of RSV-induced cytopathic effect – HEp-2 cells, primary 10 µM value included (AID 2391); HEp-2 cells, RSV-induced CPE inhibition; higher % means a stronger effect; actives 0.13% (n = 310,000); one-dose CPE inhibition, % at 10 µM; IC50 in µM for titrated hits; in the data active = a potency from the dose series; inconclusive = CPE inhibition mostly from about 23% at the one dose, without a potency; inactive = the rest, 99 in 100 with CPE inhibition below about 21%; note: strong numbers were not always called active
UTI89 phage lysis: protection from phage-mediated lysis, alamar blue read-out – E. coli UTI89, K1F phage, bacterial capsule biogenesis inhibitors (AID 488966); E. coli UTI89 K1F phage lysis, alamar blue, 2 h; higher % means a stronger effect; one-dose inhibition, % at 100 µM; IC50 in µM for titrated hits; actives 0.02% (n = 340,000);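 active = phage lysis inhibition, versus mean bacterial control, above a set limit; inconclusive = no clear call, values can overlap the other calls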;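 note: capsule biogenesis inhibitors block K1F phage lysis so surviving cells raise fluorescence; higher fluorescence means more inhibition of phage lysis; actives were called in the ten point dose series up to 300 µM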
LYP phosphatase: PTPN22 lymphoid phosphatase activity blockers – biochemical, fluorescence intensity, uHTS (AID 1779). recombinant LYP phosphatase, fluorescence intensity; higher % means a stronger effect. one-dose inhibition, % at 11.5 µM; IC50 in µM for titrated hits. actives 0.054% (n = 290,000); in the data active = inhibition above about 50%;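 note: plate controls were vehicle with enzyme for no effect and no enzyme for full effect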
Autophagy mod: autophagy modulation, high-content screen. calls only at 10 µM (by protocol). MEF GFP-LC3 puncta imaging; test concentration mostly 10 µM. actives 0.98% (n = 190,000);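 active = percentage of spot-positive cells more than 3 SD above its plate mean, without a fluorescence outlier flag or 80% toxicity; inconclusive = no clear call, values can overlap the other calls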;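 note: spot-positive cell cutoff set from DMSO-treated cells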
GPR35 antagonists: inhibition of zaprinast-stimulated GPR35 beta-arrestin translocation – imaging, U2OS, beta-arrestin-GFP, zaprinast agonist, primary screen (AID 2058) | U2OS GPR35 beta-arrestin-GFP translocation imaging, zaprinast antagonism; higher % means a stronger effect | actives 0.052% (n = 290,000) | inhibition, % at 10 µM, or IC50 in µM where a hit was titrated;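 active = inhibition of at least 50% with at least 30 cells and total cytoplasm GFP at most 10,000,000; inconclusive = under 30 cells or total GFP of 10,000,000 plus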
NTR1 agonist: agonists of NTR1, primary screen, imaging, U2OS cells, beta-arrestin-GFP, high content (AID 493036). P30989. NTR1-U2OS beta-arrestin-GFP spot imaging, agonist mode. activation, % at 20 µM. actives 0.17% (n = 330,000);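 active = activation at or above 40% of the spot to cytoplasm intensity ratio, with at least 20 cells analyzed; inconclusive = wells under 20 cells, flagged as cytotoxic or low count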;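 note: 0% = DMSO without peptide and 100% = 100 nM NTR1 peptide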
Target sequence (P30989 whole entry, looked up): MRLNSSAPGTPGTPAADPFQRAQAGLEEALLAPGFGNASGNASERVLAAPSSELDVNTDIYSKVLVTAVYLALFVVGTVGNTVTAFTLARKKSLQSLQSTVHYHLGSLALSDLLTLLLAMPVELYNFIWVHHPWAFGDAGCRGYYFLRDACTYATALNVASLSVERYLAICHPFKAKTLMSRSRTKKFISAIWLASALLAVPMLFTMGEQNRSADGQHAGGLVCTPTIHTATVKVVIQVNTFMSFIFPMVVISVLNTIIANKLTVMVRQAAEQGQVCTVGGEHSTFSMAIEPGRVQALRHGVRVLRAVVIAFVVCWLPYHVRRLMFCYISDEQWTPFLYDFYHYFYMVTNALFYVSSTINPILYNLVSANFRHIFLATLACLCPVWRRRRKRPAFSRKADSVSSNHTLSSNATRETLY
WT yeast gro inh mutant strain: also measured in WT yeast gro inh; calls as there; inhibition, %; mitochondrial fusion phenotypic screen, mutant strain inhibition
Autophagy mod cell loss 18 h: further read-out of Autophagy mod, marked with its call; toxicity, %; measured here: cell loss, nuclei count;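 cell loss after 18 h compound exposure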
NTR1 agonist cell count 20 µM: also measured in NTR1 agonist; calls as there; cell count; measured here: cell count, cytotoxicity flag
Dengue-2 NS5 capping pilot replicate: second read-out of Dengue-2 NS5 capping, no call of its own (marks repeat the call); inhibition, %; measured here: pilot screen replicate inhibition
* = called active by the depositor; i = inactive; ? = inconclusive; . = not tested or not shown; [ ] = another dose, or the depositor's remark. Rows are unselected; about 2.6% have a hit in one of these screens.

SMILES	WT yeast gro inh	WT yeast gro inh mutant strain	Dengue-2 NS5 capping	AID2073	RSV CPE inhibition	UTI89 phage lysis	LYP phosphatase	Autophagy mod	Autophagy mod cell loss 18 h	GPR35 antagonists	NTR1 agonist	NTR1 agonist cell count 20 µM	others
O=C(NCc1ccco1)c1ccc(COc2ccc(Cl)cc2)cc1	15	4	0%	7%	4.2%	0.0%	-4%	i	3	6%	-2.1	86
CN(C(=O)c1cnc(N2CCN(c3ncccn3)CC2)c2ccccc12)c1ccc(Cl)cc1	46	23	0%	26%	5.0%	1.1%	10%	i	21	2%	-0.3	28
COc1cc(NC(=O)CCS(=O)(=O)c2ccc3c(c2)n(C)c(=O)c(=O)n3C)cc(OC)c1	.	.	-4%	4%	0.7%	-0.6%	-10%	.	.	18%	0.1	57
Cc1cccc(N2CCN(C(c3ccccc3)c3nnnn3C(C)(C)C)CC2)c1C (centres undefined)	75*	14*	-7%	11%	21%	0.7%	0%	i	-5	3%	-1.5	86
COc1ccc(Cl)cc1CN1C(=O)NC2(CCCCCC2)C1=O	.	.	-6%	-4%	2.0%	-0.4%	-2%	.	.	16%	2.8	44
Cc1ccc(S(=O)(=O)N2CCOCC2)cc1C(=O)NC1CCCC(C)C1C (centres undefined)	.	.	1%	.	0.6%	0.9%[50 µM]	.	.	.	.	-0.5	58
Cc1ccc(NC(=O)CCN2CCC(C(N)=O)CC2)cc1	.	.	-2%	3%	0.3%	0.2%	-6%	.	.	14%	-0.6	60
c1ccc(C2Nc3ccccc3-c3nc4ccccc4n32)nc1 (centres undefined)	13	3	-6%	29%	10%	2.8%	-5%	i	33	7%	-1.6	54
CCN1CCN(CCNC(=O)c2ccc3c(c2)NC(=O)/C(=C\c2ccc(OC)c(OC)c2)S3)CC1	.	.	6%	2%	-2.7%	-0.4%	2%	.	.	1%	1.1	82
CC1=NN(c2ccccc2)C(=O)/C1=C\c1cn(C)c2ccccc12	1	-12	-2%	9%	3.1%	0.5%	16%	i	-10	13%	10	55
COc1ccc(C)cc1NC(=O)c1nn(C)c(C(=O)Nc2cc(C)ccc2OC)c1[N+](=O)[O-]	.	.	3%	-2%	4.3%	0.8%	-8%	.	.	-2%	2.5	62
O=C(Cc1ccccc1)Nc1nnc(-c2ccccc2)o1	.	.	-10%	14%	4.5%	-1.4%	-8%	.	.	-3%	-0.6	67
COC(=O)Cc1[nH]c(Cl)nc1C(N)=O	.	.	.	11%	0.8%	1.3%[50 µM]	-8%	.	.	4%	-1.8	65
CCNC(=O)/C(C#N)=C/c1c(N2CC(C)OC(C)C2)nc2ccccn2c1=O (centres undefined)	6	10	-3%	13%	0.7%	0.4%	-19%	i	28	-4%	3.0	59
CN(C)S(=O)(=O)c1ccc(C(=O)Nc2ccc(S(=O)(=O)NC3=NCCCCC3)cc2)cc1	6	1	-6%	-2%	1.0%	0.3%	-9%	i	-9	3%	3.3	57
CC(C)(C)c1ccc(C(=O)N2CCN(C(=O)c3ccco3)CC2)cc1	.	.	0%	5%	4.3%	-0.2%	-13%	.	.	-2%	-0.7	70
CCOC(=O)c1sc(NC(=O)CSc2nc3c(c(=O)n2-c2ccccc2)SCC3)c(C(=O)OCC)c1C	1	-2	.	-8%	.	.	-8%	i	-1	1%	.	.
Cc1cc(C)nc(NC(=NCCc2c[nH]c3ccccc23)NC(=O)c2ccco2)n1	-6	0	-3%	-3%	1.9%	-0.2%	-1%	i	6	4%	19	36
Cc1ccc(OCCN(C)C(=O)c2cc(COc3ccc(F)cc3F)on2)cc1	.	.	-9%	1%	4.9%	0.0%	-7%	.	.	10%	0.5	54
Cc1ccccc1-n1c(SCC(=O)N2CCCCC2)nc(O)cc1=O	.	.	-8%	7%	0.5%	1.0%[50 µM]	-10%	.	.	-3%	0.3	65
O=C(NCC(F)(F)F)Nc1ccccn1	3	5	1%	-2%	0.3%	0.5%	-1%	i	1	-2%	0.5	82	Dengue-2 NS5 capping pilot replicate=0.5
CCOC(=O)C1=C(O)/C(=C\c2ccc(OC)c(OC)c2)N=C1C	-1	-15	2%	-18%	-0.4%	0.1%	3%	i	-2	11%	0.2	53
O=C(N/N=C/c1ccccn1)c1ccc(NC(=O)c2ccccc2Cl)cc1	.	.	1%	5%	0.0%	-0.2%	1%	.	.	3%	0.0	48
O=C(COC(=O)C1CC1)NC(=O)c1ccccc1	.	.	-3%	.	3.8%	1.1%[50 µM]	.	.	.	.	-0.9	85
Cc1cccc(CNC(=O)c2ccc3nc(Cc4ccccc4F)oc3c2)n1	.	.	0%	6%	3.6%	1.6%[50 µM]	-7%	.	.	-3%	0.2	65
CCOC(=O)c1[nH]cnc1C(=O)NC1CCCCC1	11	18	6%	15%	1.7%	0.4%	-12%	i	6	11%	-0.4	90
CCOC(=O)c1c(CN2CCOCC2)oc2ccc(OC(C)=O)cc12	.	.	7%	2%	2.6%	0.4%	-6%	.	.	12%	-0.3	49
COCCNC(=S)N(Cc1cccs1)Cc1cc2cccc(C)c2[nH]c1=O	11	14	-4%	-13%	0.3%	0.8%	-4%	i	-13	-12%	1.0	11
COc1ccc(OCc2cc(C(=O)NC3CCc4ccccc43)no2)c(Cl)c1 (centres undefined)	.	.	1%	6%	1.8%	0.6%[50 µM]	-6%	.	.	-2%	0.9	49
O=C(CN(C(=O)CSc1nnc(COc2ccccc2)o1)c1ccc(F)cc1)NC1CCCCC1	30	11	-1%	-2%	0.6%	-0.1%	-4%	i	-2	7%	1.8	51
COc1cc([N+](=O)[O-])ccc1NC(=O)Oc1ccc(NC(C)=O)cc1	.	.	-14%	6%	0.2%	0.1%	0%	.	.	7%	-1.0	95
CCC(C)(C)NC(=O)CN(Cc1cccs1)C(=O)C(=O)Nc1ccc2c(c1)OCCO2	-6	0	-3%	-11%	1.6%	-0.5%	-9%	i	-20	14%	1.2	49
CCNC(=O)COc1cc(C)c(Br)c(C)c1	8	14	-6%	5%	-0.4%	0.3%	-5%	i	9	-3%	1.5	63
CCCOC(=O)C(=O)NNc1ccccc1	58	41	-3%	-4%	-1.1%	0.1%	-5%	i	0	5%	-0.8	89
CC(C)NC(=O)CSc1nc(N)c(NC(=O)c2ccco2)c(=O)[nH]1	-14	12	-1%	4%	0.7%	0.3%	9%	i	3	-6%	-1.3	97
CC1(C)Cc2c(sc3ncn4c(=S)[nH]nc4c23)CO1	11	6	2%	-26%	-2.1%	0.3%	-1%	i	3	6%	-0.8	58
COc1ccc(OC)c(-n2c(CN3CCC(C(N)=O)CC3)nc3ccccc3c2=O)c1	-15	-10	3%	0%	-0.3%	1.7%	-7%	i	-7	0%	0.1	49
C/C(N)=C(/C#N)C(=O)COC(=O)c1ccccc1C(=O)c1ccc(C)cc1	-24	2	-8%	-1%	?	0.6%	-3%	i	11	-13%	-1.5	50
COc1ccccc1/C=C\C(=O)NCC(=O)N/N=C/c1ccc(O)cc1O	.	.	3%	7%	7.9%	-0.1%	-1%	.	.	4%	0.9	60
COc1ccc(CC(=O)N/N=C(\C)c2ccccn2)cc1	-5	-13	-4%	-3%	1.8%	2.7%[50 µM]	-4%	i	19	-6%	4.5	72
Cc1ncc(CO)c(/C=N/NC(=O)c2ccccc2Br)c1O	-7	4	-5%	21%	1.9%	0.3%	-7%	i	-3	3%	-0.6	85
COc1ccc(COC(=O)C2CCN(S(=O)(=O)c3ccc(C)cc3)CC2)cc1	.	.	-4%	.	1.1%	0.4%[50 µM]	.	.	.	.	1.8	68
O=C(NCCCN1CCOCC1)c1ccc(CSc2ccc(Cl)cc2)cc1	52	24	-1%	-9%	14%	0.1%	-4%	i	14	-6%	1.9	53
COc1ccc(-n2c(=O)c3c4c(sc3n(CC(=O)NC3CCCC3)c2=O)CCCC4)c(OC)c1	-1	7	-3%	2%	0.7%	0.7%	-1%	i	-2	-13%	0.2	55
CC(C)CCN1CCC(N)=NC1=O	-4	10	2%	3%	.	0.5%	-10%	i	0	9%	.	.

3 entries picked at random from the list so far:
SMILES	WT yeast gro inh	WT yeast gro inh mutant strain	Dengue-2 NS5 capping	AID2073	RSV CPE inhibition	UTI89 phage lysis	LYP phosphatase	Autophagy mod	Autophagy mod cell loss 18 h	GPR35 antagonists	NTR1 agonist	NTR1 agonist cell count 20 µM	others
COc1ccc(COC(=O)C2CCN(S(=O)(=O)c3ccc(C)cc3)CC2)cc1	.	.	-4%	.	1.1%	0.4%[50 µM]	.	.	.	.	1.8	68
COc1ccc(CC(=O)N/N=C(\C)c2ccccn2)cc1	-5	-13	-4%	-3%	1.8%	2.7%[50 µM]	-4%	i	19	-6%	4.5	72
Cc1ncc(CO)c(/C=N/NC(=O)c2ccccc2Br)c1O	-7	4	-5%	21%	1.9%	0.3%	-7%	i	-3	3%	-0.6	85

Next section:
SMILES	WT yeast gro inh	WT yeast gro inh mutant strain	Dengue-2 NS5 capping	AID2073	RSV CPE inhibition	UTI89 phage lysis	LYP phosphatase	Autophagy mod	Autophagy mod cell loss 18 h	GPR35 antagonists	NTR1 agonist	NTR1 agonist cell count 20 µM	others
NS(=O)(=O)c1cc(C(=O)OCC(=O)c2ccc3c(c2)OCCO3)ccc1Cl	-2	-5	-5%	34%	2.2%	-0.1%	-6%	i	11	-2%	-1.7	77
O=C(Nc1nnc(Cc2ccc(F)cc2)s1)Nc1ccccc1F	.	.	-12%	18%	-0.1%	-1.6%	-4%	.	.	3%	2.9	58
CCOc1ccc(C(=O)CCC(=O)NC(C)C(=O)OC)cc1 (centres undefined)	-1	-4	-8%	2%	2.6%	0.2%	-2%	i	-7	-13%	-0.7	48
Cc1coc(C)c1C(=O)CC1(O)C(=O)Nc2cc(Cl)cc(Cl)c21 (centres undefined)	67*	4.7*	3%	4%	1.4%	-0.4%	0%	i	6	12%	-1.0	45
C=CCOC(=O)/C(=C\c1ccc(OC)cc1)NC(=O)c1ccco1	1	3	-7%	-4%	1.9%	-0.1%	-5%	i	7	15%	-0.3	47

High-throughput results deposited in PubChem BioAssay by several laboratories.
